KCNQ1 inh = inhibitors of human KCNQ1 channel, primary screen, cell-based, thallium flux, high-throughput. CHO-K1 KCNQ1, FluxOR thallium flux fluorescence; hits give high values. B-score at 10 µM. 310,000 tested, 1.3% active. Potassium voltage-gated channel subfamily KQT member 1 (Homo sapiens), P51787;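 active means compounds whose thallium flux B-score, printed positive for inhibition, exceeds three library SD while starting fluorescence stays within three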;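 further: channel opened by potassium depolarization with thallium stimulus after 20 min compound exposure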
Target sequence (P51787 whole entry, looked up): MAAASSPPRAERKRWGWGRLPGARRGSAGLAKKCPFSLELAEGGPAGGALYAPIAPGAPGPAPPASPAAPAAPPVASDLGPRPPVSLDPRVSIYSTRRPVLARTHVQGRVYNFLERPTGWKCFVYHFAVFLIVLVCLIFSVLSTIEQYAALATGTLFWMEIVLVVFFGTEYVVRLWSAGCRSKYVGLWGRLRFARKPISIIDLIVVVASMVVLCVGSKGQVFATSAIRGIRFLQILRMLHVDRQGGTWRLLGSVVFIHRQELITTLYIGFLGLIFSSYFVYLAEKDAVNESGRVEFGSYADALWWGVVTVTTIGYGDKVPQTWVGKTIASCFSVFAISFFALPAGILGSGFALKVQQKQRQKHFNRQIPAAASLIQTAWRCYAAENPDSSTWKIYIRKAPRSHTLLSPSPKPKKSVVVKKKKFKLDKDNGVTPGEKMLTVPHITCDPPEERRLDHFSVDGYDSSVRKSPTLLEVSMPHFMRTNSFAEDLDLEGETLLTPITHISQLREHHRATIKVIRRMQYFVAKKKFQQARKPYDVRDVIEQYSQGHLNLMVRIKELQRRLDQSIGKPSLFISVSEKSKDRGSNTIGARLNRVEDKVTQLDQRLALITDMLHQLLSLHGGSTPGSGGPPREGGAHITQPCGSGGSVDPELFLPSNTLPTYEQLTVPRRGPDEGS
RGS4 block = RGS4 inhibitors, primary screen, cell-based, HEK293 M3R inducible RGS4, calcium flux; 310,000 tested, 0.45% active; Fluo-4 calcium flux; hits give high values; triggered by carbachol at its EC20; B-score at 10 µM; AID 463165, 2010; Regulator of G-protein signaling 4 (Homo sapiens), P49798;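 active means B-score, a plate-corrected calcium signal, over three deviations above library mean, with baseline fluorescence within five deviations of library mean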;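 further: RGS4 expression induced by doxycycline in cells with stable M3 receptor; B-score is computed from the integrated fluorescence ratio over baseline after carbachol; higher B-score means a larger calcium signal and so more RGS4 inhibition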
RGS4 act = RGS4 potentiators or activators, primary screen, cell-based, HEK293 M3R inducible RGS4, calcium flux; carbachol calcium flux Fluo4; hits give low values; B-score at 10 µM; 310,000 tested, 0.92% active; AID 463111, 2010;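 active means B-score of the integrated calcium signal more than 4 SD below the library mean, with starting fluorescence not abnormally high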;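 further: negative B-score means reduced calcium response which marks RGS4 activation or potentiation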
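Assay system: HEK293 FlpIn-TREx cells, stable M3R, doxycycline-inducible RGS4 / Probe or stimulus: carbachol, ECmax concentration / Times: overnight RGS4 induction, 30 min dye load 37 °C, 20 min compound RT / Signal: kinetic calcium fluorescence imaging with Fluo4-AM dye, 2 µM / Measure: Agonist-evoked peak-minus-minimum fluorescence over baseline, integrated ratio, B score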
hERG protect = hERG rescue from dofetilide block, primary screen, cell-based, CHO-hERG, FluxOR thallium flux, dofetilide IC70. Voltage-gated inwardly rectifying potassium channel KCNH2 (Homo sapiens), Q12809. dofetilide IC70 present. activation (rescue from dofetilide block), less the hit threshold, % at 10 µM. 310,000 tested, 0.51% active. AID 1511, 2009;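 active means activation above the mean of controls blocked by dofetilide plus 5 SD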;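 further: thallium influx through hERG after potassium depolarization seen as dye fluorescence rise; in these data hits start at about 4.7%; inactives centre near -7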
KCNQ1 act = potentiators or activators of KCNQ1 channel, primary screen, cell-based, thallium flux, high-throughput; 310,000 tested, 0.35% active; B-score at 10 µM; Potassium voltage-gated channel subfamily KQT member 1 (Homo sapiens), P51787; AID 2648, 2010; CHO-K1 KCNQ1, thallium flux FluxOR fluorescence; hits give high values;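 active means fluorescence ratio B-score, a plate-corrected score, at least three library SD, with initial intensity B-score within 5 SD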
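assay system = KCNQ1-transfected CHO-K1 cells | medium = assay buffer with matched DMSO | probe or stimulus = depolarizing K+/Tl+ stimulus, K2SO4 and Tl2SO4 each 12.5 mM in 5x stock | dosing = single dose | incubation = dye 90 min, compound 20 min, room temperature | detection = kinetic FluxOR fluorescence, 10 s baseline plus 110 s post-stimulus | evaluation = ratio B score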
SKKanGAS inh = S. pyogenes SKKanGAS growth inhibitors in kanamycin, primary screen, streptokinase expression inhibitor project, SKKanGAS strain, BacTiter-Glo luminescence. 300,000 tested, 1.3% active. AID 1662, 2009. 6 h. inhibition, % at 7.5 µM;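 active means mean replicate score, as percent of positive control median, at least 50; inconclusive means mean below 50 but one replicate at or above 50; inactive means mean and every replicate below 50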;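 further: strain carries kanamycin resistance gene driven by streptokinase promoter and grows in 40 µg/ml kanamycin; loss of luminescence reflects streptokinase promoter inhibition or plain growth inhibition; 0% = median of DMSO wells and 100% = positive control at its reference dose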
KCNK3 inh = human KCNK3 channel inhibitors, primary screen, CHO cells, FluxOR thallium flux, B-score | B-score at 10 µM | AID 602410, 2012 | 340,000 tested, 0.84% active | FluxOR fluorescence; hits give low values | Potassium channel subfamily K member 3 (Homo sapiens), O14649;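 active means B-score under library mean minus 4 SD, starting fluorescence ratio at most library mean plus 5 SD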;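 further: more negative B-score means stronger inhibition of thallium flux through KCNK3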
Target sequence (O14649 whole entry, looked up): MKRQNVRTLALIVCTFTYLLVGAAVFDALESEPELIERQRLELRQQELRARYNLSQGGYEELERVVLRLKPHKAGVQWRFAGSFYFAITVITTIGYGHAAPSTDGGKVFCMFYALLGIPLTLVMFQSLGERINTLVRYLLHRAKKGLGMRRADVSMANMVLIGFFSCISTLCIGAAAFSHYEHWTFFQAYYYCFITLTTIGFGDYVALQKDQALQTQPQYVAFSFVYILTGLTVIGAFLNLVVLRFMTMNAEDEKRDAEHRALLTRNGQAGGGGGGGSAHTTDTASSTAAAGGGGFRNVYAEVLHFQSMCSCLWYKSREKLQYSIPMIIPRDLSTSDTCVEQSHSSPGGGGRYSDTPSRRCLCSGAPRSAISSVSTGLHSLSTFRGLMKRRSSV
KCNK9 block = KCNK9 potassium channel inhibitors, primary screen, HEK293 cells, thallium flux; Potassium channel subfamily K member 9 (Homo sapiens), Q9NPC2; FluxOR thallium flux fluorescence; hits give low values; B-score at 10 µM; 310,000 tested, 1.2% active;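 active means ratio B-score over 3 SD below the library mean, with starting fluorescence within 5 SD of its mean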;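 further: negative B-score means less thallium flux so channel inhibition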
TMEM16A act = TMEM16A chloride channel activators or potentiators, primary screen, cell-based, HTS | Anoctamin-1 (Mus musculus), Q8BHY3 | B-score at 10 µM | HEK293 TMEM16A/YFP-H148Q/I152L, iodide quench fluorescence; hits give low values | AID 623877, 2012 | 340,000 tested, 0.3% active;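 active means fluorescence-ratio B-score plate-corrected deviation score at least 3 library SD below zero, with starting fluorescence score within 5 deviations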;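 further: channel opened by trigger with iodide after compound preincubation; score built on the fluorescence ratio of max minus min over baseline; more negative score means more quench and so TMEM16A activation or potentiation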
TMEM16A inh = TMEM16A chloride channel inhibitors, primary screen, cell-based, HTS; HEK293 TMEM16A/YFP iodide influx fluorescence, ionomycin; normalized B-score (activity score, 25-100; higher = stronger inhibition) at 10 µM; 310,000 tested, 1.2% active; AID 588511, 2011;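 active means ratio plate-corrected score three or more library SD toward inhibition, starting fluorescence score within five deviations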;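 further: score derived from kinetic fluorescence span divided by baseline fluorescence per well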
HDAC3 inhib = HDAC3 deacetylase inhibitors, primary screen, biochemical, fluorescence, cell-free homogeneous; Histone deacetylase 3 (Homo sapiens), O15379; inhibition, % at 8.3 µM; 320,000 tested, 0.15% active; recombinant HDAC3, fluorogenic peptide/trypsin coupled; AID 2718, 2010; in the data active means inhibition above about 26%, passing the limit was not always enough; inconclusive means no clear call, values can overlap the other calls
* hit, by the source's call; i = inactive; ? = inconclusive; / = not tested or not shown; & = joins results of further samples.

A first look, three compounds:
SMILES	KCNQ1 inh	RGS4 block	RGS4 act	hERG protect	KCNQ1 act	SKKanGAS inh	KCNK3 inh	KCNK9 block	TMEM16A act	TMEM16A inh	HDAC3 inhib
CN(CC(=O)O)c1ccc(C(F)(F)F)cc1[N+](=O)[O-]	i	i	i	-7.4	i	1.2	i	i	i	/	/
CN1/C(=C\C=Nc2cc(S(=O)(=O)N3CCOCC3)ccc2N2CCOCC2)C(C)(C)c2ccccc21	i	i	i	-9.3	i	-3.5	i	i	i	i	2.7
CCCCNC(=S)N(CCN(C)C)Cc1cc2cc3c(cc2[nH]c1=O)OCCO3	i	i	i	-9.0	i	-1.6	i	i	i	i	-7.9

The whole of this part, repeating the preview:
SMILES	KCNQ1 inh	RGS4 block	RGS4 act	hERG protect	KCNQ1 act	SKKanGAS inh	KCNK3 inh	KCNK9 block	TMEM16A act	TMEM16A inh	HDAC3 inhib
CN(CC(=O)O)c1ccc(C(F)(F)F)cc1[N+](=O)[O-]	i	i	i	-7.4	i	1.2	i	i	i	/	/
CN1/C(=C\C=Nc2cc(S(=O)(=O)N3CCOCC3)ccc2N2CCOCC2)C(C)(C)c2ccccc21	i	i	i	-9.3	i	-3.5	i	i	i	i	2.7
CCCCNC(=S)N(CCN(C)C)Cc1cc2cc3c(cc2[nH]c1=O)OCCO3	i	i	i	-9.0	i	-1.6	i	i	i	i	-7.9
COc1ccccc1CNc1nc2nc(C)c(C)c(=O)n2[nH]1	i	i	i	-1.8	i	-0.4	i	i	i	i	-0.8
CCOC(=O)CNC(=O)CSc1nnc(NC(=O)c2ccccc2Cl)s1	i	i	i	-8.7	i	2.0	i	i	i	i	1.5
COc1cccc(C(N)=O)c1OC(=O)Cc1ccccc1F	i	i	i	-4.4	i	-3.0	i	i	i	i	-8.1
O=C(CNS(=O)(=O)c1cccs1)N1CCCC1	i	i	i	-1.1	i	0.8	i	i	i	i	2.2
CCn1ccc2cc(OC)ccc2c1=S	i	i	i	-11.1	i	-13.2	i	i	i	i	1.0
O=C(CSc1ccc(-c2ccc(F)cc2)nn1)Nc1ccc2c(c1)OCCO2	i	i	i	-9.8	i	-2.3	i	i	i	i	7.8
O=C(NCCCO)NC12CC3CC(CC(C3)C1)C2	i	i	i	-8.0	i	3.0	i	i	i	i	/
O=C(Nc1ccc(Cl)cc1)Nc1ccccc1Sc1ncc([N+](=O)[O-])s1	i	i	i	-8.1	i	31.1	i	i	i	i	-1.4
C=CCn1c(C)cc(C(=O)COC(=O)/C=C/c2ccc(OC)cc2)c1C	i	i	i	-20.3	i	-10.3	i	i	i	i	9.6
CCN(CC)c1ccc(C(=O)N/N=C/c2ccc(OC)cc2OC)cc1	i	i	i	-7.5	i	2.2	i	i	i	i	5.1
COC(=O)Nc1ccc2c(c1)Nc1ccccc1CC2	i	i	i	-4.3	i	-4.5	i	i	i	i	6.4
COc1cc2c(=O)n(CCCC(=O)NCC3CCCO3)c(=O)n(CC(=O)c3ccc(F)cc3)c2cc1OC (configuration not stated)	i	i	i	-12.8	i	-11.7	i	i	i	i	/
COc1cc(C(=O)OC(C)CN2CCOCC2)cc(OC)c1OC (configuration not stated)	i	i	i	-6.1&-2.2	i	1.4&1.3	i	i	i	i	1.7&-5.8
COc1ccc(CNC(=O)C[C@H]2C(=O)N(c3ccccc3)C[C@@H]2Cc2ccccc2)cc1	i	i	i	-5.0	i	9.7	i	-9.91*	i	i	0.2
Cc1ccc(-c2ccc(CCC(=O)O)n2C(C)C)cc1	i	i	i	-6.1	i	-0.3	i	i	i	i	-7.2
COc1ccc(C(=O)Nc2ccc(S(=O)(=O)N3CCCC3)cc2)cc1	i	i	i	-4.1	i	-0.7	i	i	i	i	?
OC(COc1ccc(Cl)cc1)CN1CCCCC1 (configuration not stated)	i	i	i	-4.5	i	-8.4	i	i	i	i	4.6
Cc1ccc(C(=O)CCS(=O)(=O)c2ccc(Br)cc2)cc1	i	i	i	-0.6	i	0.9	i	i	i	i	-0.6
COc1ccc(OCc2nc3c4c(ncn3n2)-c2ccccc2CC42CCCC2)cc1	i	i	i	-5.5	i	0.8	i	i	i	i	-6.1
Cc1ccc(NC(=O)C2CCCNC2=O)nc1 (configuration not stated)	i	i	i	-10.9	i	-6.6	i	i	i	i	-6.3
c1ccc(-c2ccc(-c3nc(-c4ccccn4)no3)cc2)cc1	i	i	i	-8.8	i	17.6	i	i	i	25*	-1.1
CC(C)(C)N(Cc1ccccc1)C(=O)CN1C(=O)c2ccccc2C1=O	i	i	i	-10.8	i	-5.2	i	i	/	i	-9.6

Next section, starting with the last 4 of the part before.
SMILES	KCNQ1 inh	RGS4 block	RGS4 act	hERG protect	KCNQ1 act	SKKanGAS inh	KCNK3 inh	KCNK9 block	TMEM16A act	TMEM16A inh	HDAC3 inhib
COc1ccc(OCc2nc3c4c(ncn3n2)-c2ccccc2CC42CCCC2)cc1	i	i	i	-5.5	i	0.8	i	i	i	i	-6.1
Cc1ccc(NC(=O)C2CCCNC2=O)nc1 (configuration not stated)	i	i	i	-10.9	i	-6.6	i	i	i	i	-6.3
c1ccc(-c2ccc(-c3nc(-c4ccccn4)no3)cc2)cc1	i	i	i	-8.8	i	17.6	i	i	i	25*	-1.1
CC(C)(C)N(Cc1ccccc1)C(=O)CN1C(=O)c2ccccc2C1=O	i	i	i	-10.8	i	-5.2	i	i	/	i	-9.6
Cc1nn2c(=O)c3c4c(sc3nc2n1-c1ccccc1)COC(C)(C)C4	i	i	i	-7.3	i	3.9	i	i	i	i	-7.5
COc1ccc(N2CC(C(=O)OCC(=O)c3ccccc3)CC2=O)cc1 (configuration not stated)	i	i	i	-5.3	i	2.0	i	i	i	i	-3.0
COCc1cc(C)n(CC(=O)Nc2ccc(N3CCOCC3)cc2)c(=O)c1C#N	i	i	i	-6.9	i	15.7	i	i	i	i	/
CC(=O)N1CCN(c2ccccc2NC(=O)COc2cc(C)ccc2C(C)C)CC1	6*	i	i	-23.8	i	7.2	i	i	i	i	-9.1
Cc1cccc(C)c1NC(=O)Cn1nc(-c2ccc(Cl)s2)ccc1=O	i	i	i	-6.8	i	0.5	i	i	i	i	1.2
CC(C)COc1ccc(C(=O)Nc2ncn[nH]2)cc1	i	i	i	-4.5	i	-2.7	i	i	i	i	-1.1
Cn1nc2sc3ccccc3n2c(=O)c1=O	i	i	i	-3.1	i	0.1	i	i	i	i	0.9
Cc1cc(SCC(=O)NC(=O)c2cccn2C)nc2ccccc12	i	i	i	-3.8	i	-1.0	i	i	i	i	2.5
COc1ccc2nc3ccccc3nc2c1NC(=O)c1ccc(Br)cc1	i	i	i	-0.8	i	3.8	i	i	i	i	-0.1
CCCn1nnc(NC(=O)c2ccc(Br)cc2)n1	i	i	i	1.5	i	7.5	i	i	i	i	-0.7
CCCCNCc1cc(Br)c(OCc2cccs2)c(OC)c1	i	i	i	-12.0	i	0.6	i	i	i	i	-1.1
Cc1ccc(/C=N/NC(=O)c2ccoc2C)s1	i	i	i	-9.2	i	-1.4	i	i	i	i	7.4
CC(C)(C)NC(=O)/C(=C/c1cccnc1)NC(=O)c1ccco1	i	i	i	-12.9	i	1.2	i	i	i	i	3.7
CCOc1ccc(C2CC(c3ccccc3)Nc3nc(N)nn32)cc1 (configuration not stated)	i	i	i	-11.3	i	16.4	i	i	i	i	-1.8
CCOC(=O)N1CCN(C(=O)CN2C(=O)COc3ccc(C(C)(C)C)cc32)CC1	i	i	i	-9.7	i	0.0	i	i	i	i	-2.7
O=C(CC(=O)Nc1ccc(Br)cc1)Nc1ccc(Br)cc1	i	i	i	-4.0	i	-1.5	i	i	i	i	-3.9
CCOC(=O)c1sc2ncn(C(CC)C(=O)OC)c(=O)c2c1C (configuration not stated)	i	i	i	-7.8	i	-5.0	i	i	i	i	-0.6
N#Cc1cnn2c3c(cnc12)C(=O)N1CCc2ccccc2C1C3 (configuration not stated)	i	i	i	-10.2	i	2.5	i	i	i	i	8.0
O=C(NCc1cccnc1)NC(C(F)(F)F)C(F)(F)F	i	i	i	-9.0	i	5.4	i	i	i	i	-0.6
COC(=O)[C@@]1(Cc2ccccc2)C=C[C@@H](C)N1C(C)=O	i	i	i	-3.9	i	-1.3	i	i	i	i	0.9
O=C(N/N=C/c1cc([N+](=O)[O-])ccc1O)c1ccc(COc2ccc3c(c2)CCC3)o1	i	i	i	14.2*	i	20.9	i	i	i	i	-4.0
Cc1cccc(NC(=O)CN(c2ccc(F)cc2)S(C)(=O)=O)c1	i	i	i	-7.9	i	15.8	i	i	i	i	-14.0
CCOC(=O)c1nc2ccccc2s1	i	i	i	-1.8	i	1.0	i	i	i	i	1.6
Cc1ccc(C)c(-n2c(-c3ccc4c(c3)OCO4)n[nH]c2=S)c1	i	i	i	-9.5	i	-2.9	i	i	i	i	-6.0
CCC(c1nnnn1Cc1ccc2c(c1)OCO2)N1CCN(CC)CC1 (configuration not stated)	i	i	i	-5.7	i	-5.6	i	i	i	i	-2.7
COc1ccccc1NC(=O)C1CC(O)CN1C(=O)Oc1ccccc1 (configuration not stated)	i	i	i	-10.4	i	-12.6	i	i	i	i	2.7
Cc1ccc(-c2nc3ncccn3c2Nc2ccc3c(c2)OCO3)o1	i	i	i	-3.2	i	1.9	i	i	/	i	11.4

Assay outcomes: PubChem, several laboratories
